Assay outcomes: PubChem BioAssay, several laboratories
GSK3beta inhib: human GSK3beta kinase inhibition | GST-GSK3beta kinase, ADP-Glo luminescence, 60 min; stronger effect = lower value | activity score (negative = inhibition), % at 10 µM | 0.038% of 300,000 active | AID 2097;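 active = more than half of replicate wells score below -50%, meaning over 50% inhibition versus plate controls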;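 also: 0% = median DMSO wells and -100% = median GW8510 positive control wells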
Target sequence (P49841 whole entry, looked up): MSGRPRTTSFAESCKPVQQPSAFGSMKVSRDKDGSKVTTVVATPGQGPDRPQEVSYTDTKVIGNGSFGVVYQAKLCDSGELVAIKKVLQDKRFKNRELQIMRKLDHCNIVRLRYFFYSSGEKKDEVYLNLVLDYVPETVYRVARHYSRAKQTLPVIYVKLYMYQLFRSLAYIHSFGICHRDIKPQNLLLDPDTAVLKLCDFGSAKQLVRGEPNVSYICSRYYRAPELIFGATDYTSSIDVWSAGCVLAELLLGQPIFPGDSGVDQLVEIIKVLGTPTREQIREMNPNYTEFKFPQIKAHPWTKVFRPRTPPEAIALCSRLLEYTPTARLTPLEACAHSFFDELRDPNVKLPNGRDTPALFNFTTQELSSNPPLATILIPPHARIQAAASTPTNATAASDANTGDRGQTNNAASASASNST
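Assay system: GST-fused GSK3beta enzyme, cell-free / Medium: Tris pH 7.5 buffer with MgCl2, DTT, BSA, heparin / Also added: peptide substrate plus 25 µM ATP (final) / Compound: 10 µM single point / Timing: kinase reaction with compound 60 min at room temperature / Detection: ADP-Glo luminescence / Benchmarks: DMSO neutral wells and GW8510 at 20 µM as positive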
HSF1 inh: HSF1 inhibition | 0.77% of 300,000 active | activity change, negative = inhibition, % at 7.5 µM (by protocol) | AID 2098 | NIH3T3-HGL HSE-luciferase, MG132-induced, luminescence 8 h; stronger effect = lower value;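 active = more than half of replicate wells show activity change below -50%, luminescence cut by over half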;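 also: luciferase reports HSF-1 transcriptional activity via heat shock element; 0% = median of DMSO wells and -100% = zero luminescence signal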
HSP90 refold inh: inhibitors of HSP90 luciferase refolding in rabbit reticulocyte lysate | luciferase refolding luminescence, 3 h | inhibition, % at 5.6 µM | 0.91% of 290,000 active | AID 1789;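 active = inhibition above the screen-wide mean plus 3 SD, computed separately per campaign, cut at about 16% in these data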;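 also: 0% = DMSO wells and 100% = 60 µM geldanamycin wells; inhibitors lower the luminescence because luciferase stays unfolded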
Platelet DG rel: platelet dense granule release activity; human platelet-rich plasma, SFLLRN dense granule ATP release, luminescence; inhibition, %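 (compounds screened at 7.5 µM in platelet-rich plasma)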; 0.22% of 300,000 active;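 active = mean replicate score, as percent of positive control, at or above 50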
DYRK1A inh: inhibitors of rat Dyrk1A kinase; inhibition, % at 12.5 µM; 0.43% of 310,000 active; ADP-Glo luminescence, NFATc1 peptide; in the data active = inhibition above about 50%;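 also: plate controls were vehicle with enzyme for no effect and no enzyme for full effect; many of its hits are not listed in these tables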
AI-2 QS modul: Vibrio harveyi AI-2 quorum sensing modulation | AID 2094 | Vibrio harveyi JMH597 AI-2 luminescence/OD600 ratio, 9 h; stronger effect = lower value; strain lacks LuxN and CqsS sensors; 0 = neutral-control median | 0.4% of 300,000 active | activity change, % at 7.5 µM; in the data active = activity change below about -75%, passing the limit was not always enough;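 also: luminescence divided by OD600 gain over 9 h not by final OD600 alone; inactives centre near 13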
HSF1 activator: increases HSF-1 driven luciferase reporter signal; NIH3T3-HGL HSF-1 luciferase reporter, MG132, 8 h; 100% = twice DMSO control signal; activation, % at 9 µM; 1.7% of 300,000 active;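 active = mean replicate activation of at least 50% with a set share of replicates each reaching 50%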;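 also: 0% = median of the neutral control wells and 100% = twice that signal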
PolyA inh: inhibitors of polyadenylation in S. cerevisiae; S. cerevisiae SKY197-pL101 polyadenylation reporter, beta-gal luminescence; efflux-impaired pdr1/pdr3 knockout yeast; score 100 = 6 SD above DMSO; calls only at 12 µM; 0.02% of 300,000 active; AID 1875;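 active = lowest replicate activity score at least 50, where 100 means six control SD above control mean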;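 also: yeast exposed to compound for 9 h at 30 °C; higher score means more reporter readthrough which indicates perturbed polyadenylation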
HDAC3 inh: inhibitors of human histone deacetylase 3. O15379. recombinant HDAC3, fluorogenic peptide/trypsin coupled, fluorescence. inhibition, % at 8.3 µM. 0.15% of 320,000 active; in the data active = inhibition above about 26%, passing the limit was not always enough
GSK3 alpha inh: human GSK-3 alpha kinase inhibition; P49840; ADP-Glo luminescence, 60 min; inhibition, % at 10 µM; 0.1% of 320,000 active;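 in the data active = inhibition above about 50%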;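 also: GST-tagged GSK-3 alpha with peptide substrate and 25 µM ATP; 0% = DMSO neutral wells and 100% = GW8510 positive control wells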
Target sequence (P49840 whole entry, looked up): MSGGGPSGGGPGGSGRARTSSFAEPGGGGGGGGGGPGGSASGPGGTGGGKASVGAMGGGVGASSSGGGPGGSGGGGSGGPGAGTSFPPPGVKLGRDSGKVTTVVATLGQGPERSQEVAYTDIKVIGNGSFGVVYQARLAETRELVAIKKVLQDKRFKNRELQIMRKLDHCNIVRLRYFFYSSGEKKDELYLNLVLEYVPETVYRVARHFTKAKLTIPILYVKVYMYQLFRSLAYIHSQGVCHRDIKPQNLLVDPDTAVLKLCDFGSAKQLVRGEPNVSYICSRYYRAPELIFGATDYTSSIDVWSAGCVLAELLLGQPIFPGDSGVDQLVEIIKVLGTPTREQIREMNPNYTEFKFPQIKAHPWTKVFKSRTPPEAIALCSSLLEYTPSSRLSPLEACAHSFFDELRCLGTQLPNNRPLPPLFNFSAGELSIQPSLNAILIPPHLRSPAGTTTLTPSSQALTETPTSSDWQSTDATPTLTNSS
Numbers without * were called inactive; i = inactive; nt = not tested or not shown. These rows are one share of the data; the hit share may differ from the screen's.

Compound	PolyA inh	HSF1 activator	HSF1 inh	AI-2 QS modul	HSP90 refold inh	Platelet DG rel	DYRK1A inh	GSK3 alpha inh	HDAC3 inh	GSK3beta inhib
Cc1nnc(SC(C)C(=O)Nc2sc3c(c2C#N)CCCC3)[nH]c1=O (centres undefined)	i	6	-4	16	4	-3	22	-6	1	1
CCC(C)NC(=O)C1CCN(c2nc(C)cc(C)n2)CC1 (centres undefined)	i	5	1	18	-1	1	2	-1	-8	0
COc1ccccc1-c1cc2nc(C)cc(C)n2n1	i	16	9	20	3	4	nt	0	-4	-1
Cc1cc(CCC(=O)O)c(C)cc1CCC(=O)O	i	-11	-3	51	-2	-34	2	0	-3	-1
Cc1ccc(NC(=O)Cc2c(O)c3ccccc3[nH]c2=O)c(C)c1	i	16	6	17	1	4	0	0	1	0
Cc1nn(-c2ccccc2)c(Cl)c1/C=N/Nc1ccc(Cl)c(C(=O)O)c1	i	-53	-43	66	38*	9	2	-3	-8	7
Cc1ccc(S(=O)(=O)N2CCN(Cc3ccccc3)CC2)cc1	i	-1	-3	24	1	3	1	-3	5	0
CN1CCc2c(sc(NC(=O)C3CCCN3S(=O)(=O)c3ccc(Cl)s3)c2C(N)=O)C1 (centres undefined)	i	0	0	9	nt	8	-4	-2	1	2
CCC(C)(C)NC(=O)C(c1ccncc1)N(Cc1cccs1)C(=O)Cn1nnc2ccccc21 (centres undefined)	i	-4	-6	6	0	14	7	0	-1	-2
Cc1c(C(=O)NC2CCCCC2C)oc2ccccc12 (centres undefined)	i	-15	2	37	-4	-4	-6	0	-2	1
CN(C)c1ccc(CNc2ccccn2)cc1	i	11	8	15	3	7	-6	0	10	-4
CCOc1cc2[nH]c(=S)n(CCCCC(=O)NCc3ccco3)c(=O)c2cc1OCC	i	-3	4	29	-2	-6	-2	-4	-1	0

With a hit mark in HSP90 refold inh, among the entries above:
Compound	PolyA inh	HSF1 activator	HSF1 inh	AI-2 QS modul	HSP90 refold inh	Platelet DG rel	DYRK1A inh	GSK3 alpha inh	HDAC3 inh	GSK3beta inhib
Cc1nn(-c2ccccc2)c(Cl)c1/C=N/Nc1ccc(Cl)c(C(=O)O)c1	i	-53	-43	66	38*	9	2	-3	-8	7

The listing picks up with the 2 entries that preceded the break.
Compound	PolyA inh	HSF1 activator	HSF1 inh	AI-2 QS modul	HSP90 refold inh	Platelet DG rel	DYRK1A inh	GSK3 alpha inh	HDAC3 inh	GSK3beta inhib
CN(C)c1ccc(CNc2ccccn2)cc1	i	11	8	15	3	7	-6	0	10	-4
CCOc1cc2[nH]c(=S)n(CCCCC(=O)NCc3ccco3)c(=O)c2cc1OCC	i	-3	4	29	-2	-6	-2	-4	-1	0
O=C(CCN1CCOCC1)Nc1cccc(Br)c1	i	16	2	14	6	0	0	1	3	2
COc1ccc(NC(=O)c2c(C(F)(F)F)nn(C)c2Cl)cc1	i	-15	-10	24	8	1	-2	0	11	-1
COc1cccc(OC)c1C(=O)N1CCN(Cc2cccnc2)CC1	i	-11	-11	24	-5	7	3	-1	2	1
CCCCC1CCC(C(=O)NC2CCS(=O)(=O)C2)CC1 (centres undefined)	i	1	-6	-8	-3	-8	4	-10	-6	-1
COc1cccc(Nc2ccc(Nc3cccc(OC)c3)nn2)c1	i	29	22	16	5	-9	12	-5	3	-1
Cc1ccc(Cn2c(S(=O)(=O)O)nc3ccccc32)cc1	i	-7	-4	13	-2	7	-4	-2	6	0
CCN(CC)S(=O)(=O)c1ccc2oc(C(=O)NCC3COc4ccccc4O3)c(C)c2c1 (centres undefined)	i	-2	3	30	6	0	4	-1	7	0
O=C(NCCc1ccccc1)C1CCCN(c2cnccn2)C1 (centres undefined)	i	0	-4	4	0	-1	3	nt	nt	-4
Cc1c(C(=O)OC/C(O)=C(\C#N)c2nc3ccccc3[nH]2)oc2ccccc12	i	-19	-6	7	6	0	-5	-1	7	0
COCCCNC(=O)CCCn1c(=O)[nH]c2ccccc2c1=O	nt	-14	3	14	-2	3	4	nt	1	-3
Cc1nnc(N2C(=O)c3oc4ccccc4c(=O)c3C2c2ccco2)s1 (centres undefined)	i	-3	-4	26	-1	2	9	2	-5	-1
CNC(=O)C(NC(=O)CNC(=O)c1ccc(Cl)cc1)C(C)(C)C (centres undefined)	i	1	-10	5	-2	-5	-5	-3	-1	-6
CCOc1ccc(C(=O)Nc2cccc(-c3nc4cccnc4o3)c2)cc1Cl	i	2	0	32	-1	-5	8	-2	-2	5
CCCn1c(SCC(=O)NC(=O)Nc2ccc(C)cc2C)n[nH]c1=O	i	25	13	18	-3	-3	4	5	-2	0
CCC(C)c1ccc(NC(=S)Nc2ccc(OC)cc2)cc1 (centres undefined)	i	nt	nt	-52	5	4	8	nt	nt	2
O=[N+]([O-])c1ccc(-c2cn3c(n2)CCC3)cc1	i	16	7	17	1	9	10	1	5	-5
O=C(COc1ccc(N2CC(C(=O)O)CC2=O)cc1)Nc1cccc(C(F)(F)F)c1 (centres undefined)	i	0	-1	20	1	-5	10	-2	-1	-1
CC1(C)COC(c2cccc(C3=NC(C)(C)CO3)n2)=N1	i	21	3	30	10	-6	-7	-1	6	-1
COCc1cc(/C=N\NC(=O)COc2ccc(Cl)cc2)ccc1OC	i	5	-3	15	1	7	5	-1	1	-3
COC(=O)CNC(=O)c1cc(OC)cc(OC)c1	i	26	3	13	-2	5	-9	-2	-1	0
CCC1(c2ccc(F)cc2)NC(=O)N(CC(=O)N2c3ccccc3NC(=O)C2(C)C)C1=O (centres undefined)	i	4	-1	17	nt	-1	0	3	-3	-2
Cc1c(Cc2ccccc2)c(=O)oc2c(C)c(OC(C)C(=O)NCC3CCC(C(=O)O)CC3)ccc12 (centres undefined)	i	-1	2	13	1	18	-6	-4	-7	1
CCC(=O)N(Cc1ccco1)Cc1cc2cccc(C)c2n2nnnc12	i	-1	-10	11	5	3	nt	-2	-1	0
Cn1ccnc1C(=O)c1cccc(Br)c1	i	4	0	1	5	-9	-5	0	-6	2

Shown as labelled records: part of the list above
smiles: CCC(=O)N(Cc1ccco1)Cc1cc2cccc(C)c2n2nnnc12
  PolyA inh = i
  HSF1 activator = -1
  HSF1 inh = -10
  AI-2 QS modul = 11
  HSP90 refold inh = 5
  Platelet DG rel = 3
  DYRK1A inh = nt
  GSK3 alpha inh = -2
  HDAC3 inh = -1
  GSK3beta inhib = 0
smiles: CCOc1ccc(C(=O)Nc2cccc(-c3nc4cccnc4o3)c2)cc1Cl
  PolyA inh = i
  HSF1 activator = 2
  HSF1 inh = 0
  AI-2 QS modul = 32
  HSP90 refold inh = -1
  Platelet DG rel = -5
  DYRK1A inh = 8
  GSK3 alpha inh = -2
  HDAC3 inh = -2
  GSK3beta inhib = 5

Some values from the entries so far:
Cn1ccnc1C(=O)c1cccc(Br)c1 in HSP90 refold inh shows 5
CCC(C)c1ccc(NC(=S)Nc2ccc(OC)cc2)cc1 (centres undefined) in HSP90 refold inh shows 5
CC1(C)COC(c2cccc(C3=NC(C)(C)CO3)n2)=N1 in HSF1 activator shows 21

Next part.
Compound	PolyA inh	HSF1 activator	HSF1 inh	AI-2 QS modul	HSP90 refold inh	Platelet DG rel	DYRK1A inh	GSK3 alpha inh	HDAC3 inh	GSK3beta inhib
COc1ccc(C(=O)NNC(=O)c2ccncc2)cc1[N+](=O)[O-]	i	-15	-6	15	3	0	0	5	3	-1
NNC(=O)c1ccc(COc2ccc3c(c2)CCC3)cc1	i	22	6	19	1	-13	-6	-1	2	-1
COc1ccc(C2C3=C(CCCC3=O)N(CC(=O)O)C3=C2C(=O)CCC3)cc1	i	2	-8	26	-3	-4	nt	-3	-18	3
COc1ccc(N2CCN(C(=S)Nc3cc(C)ccc3C)CC2)cc1	i	-19	-11	5	0	4	33	-5	4	-4
COc1cccc(OC)c1C(=O)Nc1ccc(N2CCCCC2)cc1	i	-31	-19	0	0	3	6	0	-3	1
CCN(C(=O)c1ccc(Br)cc1)c1ccccc1	i	-8	3	13	2	4	nt	-2	-1	3
CC1=NN(c2ccccc2)C(=O)/C1=C/c1cc(C)n(C2CC2)c1C	i	-2	-2	16	1	-12	-2	-6	2	-2
Cc1cc(C(=O)Nc2cc(S(C)(=O)=O)ccc2Cl)no1	i	-12	-2	20	nt	-2	6	-3	-1	-2
CCOc1ccccc1C(=O)Nc1cccc(-c2nnc(-c3ccccc3)o2)c1	i	8	1	50	0	0	-1	-1	-7	0
CS(=O)(=O)N(CC(=O)NCc1ccc(Cl)cc1)C1CCCCC1	i	42	15	33	-2	-1	-4	-1	-10	-3
COc1cc2c(cc1OC)C(C)N(CCc1ccc(Cl)cc1)CC2 (centres undefined)	i	18	4	22	nt	-1	nt	-1	0	-1
COc1ccc(OC)c(NC(=O)C2CCCN(S(=O)(=O)c3ccc(-n4cnnn4)cc3)C2)c1 (centres undefined)	nt	8	2	31	1	-1	1	-2	0	4
Cc1cc(-c2n[nH]c(=S)n2/N=C/C(Br)=C/c2ccccc2)n[nH]1	i	25	-3	2	-1	-6	-1	0	2	-3
CCOC(=O)c1nnc(-c2ccccc2)nc1Oc1ccccc1Cl	i	7	3	16	-1	-4	6	-3	5	3
CCOC(=O)c1c(S(=O)(=O)NCC(=O)N2CCN(c3ccccc3)CC2)c(C)n(C)c1C	i	8	-8	15	-8	7	-3	-1	2	2
COc1ccc(C(=O)/C=C/c2ccc(O)cc2)cc1	i	33	15	1	-4	33	-5	0	2	-5
COc1ccc(OC)c2sc(N3CCN(C(=O)c4ccc([N+](=O)[O-])s4)CC3)nc12	i	33	10	19	nt	-26	-6	-3	3	3
O=c1c2cc(NC(=S)NCCN3CCCCCC3)ccc2nc2n1CCCCC2	i	-3	0	nt	-1	11	-3	nt	-4	nt
CCCCCCCOc1ccc(C2CC(=O)N(C)C2=O)cc1 (centres undefined)	i	19	3	30	-3	-7	nt	-5	7	-1
Cc1ccc(S(=O)(=O)N(C)CC(=O)N2CCCC2)cc1	i	39	4	-6	-1	2	4	-1	5	-2
CN1CCN(C(=O)/C(=C/c2ccc([N+](=O)[O-])cc2)NC(=O)c2ccccc2)CC1	i	-23	-9	19	-4	4	-4	-2	-2	-1
